# Compound activity as filed in PubChem BioAssay.
# SIAH1 antagonists = blockers of Siah-1 interaction with plectin peptide – biochemical, fluorescence polarization, rhodamine-plectin, uHTS, primary screen (AID 1817). one-dose displacement, % at 20 µM; IC50 in µM for titrated hits. Siah-1 / rhodamine-plectin peptide fluorescence polarization; higher % means a stronger effect. 290,000 tested, 0.02% active;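 active means displacement of at least 50% at 20 µM, with a fluorescence ratio check between 0.3 and a set limit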;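 further: plate controls were Siah plus tracer with DMSO for no effect and tracer alone without Siah for full effect; strong numbers were not always called active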
# LYP inhibition = PTPN22 lymphoid phosphatase activity blockers – biochemical, fluorescence intensity, uHTS (AID 1779) | recombinant LYP phosphatase, fluorescence intensity; higher % means a stronger effect | inhibition, % at 11.5 µM; hits with a dose series show IC50 in µM | 290,000 tested, 0.054% active; in the data active means inhibition above about 50%;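 further: plate controls were vehicle with enzyme for no effect and no enzyme for full effect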
# AID2073 = disruptors of CaV2.2 binding to Mint1 – biochemical, HTRF (AID 2073); HTRF protein-protein interaction, Mint1-CaV2.2; higher % means a stronger effect; 290,000 tested, 0.19% active; one-dose inhibition, % at 20 µM; IC50 in µM for titrated hits; in the data active means inhibition mostly above about 51%, no sharp cut-off; inconclusive means no clear call, values can overlap the other calls; inactive means mostly below about 53%; further: some results filed as inactive read as strong as hits
# An asterisk follows results filed as active; ? = inconclusive. These rows are one share of the data; the hit share may differ from the screen's.
SMILES,SIAH1 antagonists,LYP inhibition,AID2073
Cc1cc(NC(=O)C(C)SCC(=O)N(C)CC(=O)Nc2ccc(Br)cc2C)no1 (configuration not stated),-1.1%,-5.4%,-3.0%
O=S(=O)(NCc1ccco1)c1ccc2ccccc2c1,-2.4%,-5.3%,1.9%
NS(=O)(=O)c1ccc(CCNC(=O)CCCNC(=O)c2ccc(Cl)cc2)cc1,2.0%,-8.6%,10.7%
O=C(Nc1ccccc1)Nn1cnnc1,-2.3%,-6.4%,8.1%
CN1CCCC1CCNc1ccc2oc3ccccc3c(=O)c2c1 (configuration not stated),0.1%,-5.9%,13.2%
COCCNc1nc2c(c(=O)n(Cc3ccccc3F)c(=O)n2C)n1C,-4.3%,-10.2%,3.1%
CCN(Cc1ccncc1)C(=O)c1cc(COc2ccc(C)c(C)c2)on1,5.4%,-3.7%,2.8%
CC(C)C[C@@H](CO)N1CCN(Cc2ccc([N+](=O)[O-])cc2)CCC1=O,0.5%,-9.3%,9.1%
COc1ccc(NC(=O)c2ccccc2NC(=O)c2cccs2)cc1,4.8%,-5.2%,-0.9%
COc1ccc(C2=NS(=O)(=O)N(C)C(C(=O)N3CCCCC3C)=C2)cc1 (configuration not stated),0.2%,-1.1%,11.7%
COc1ccc(C(=O)NC2CCN(C(=O)Nc3ccc(F)cc3)CC2)cc1,1.9%,-13.5%,-10.5%
CCCCNC(=O)c1ccc2c(c1)C(=O)N(Cc1ccncc1)C2=O,-3.8%,-9.5%,-1.3%
COC(=O)c1c(NC(=O)CN2CCN(c3ncccn3)CC2)sc(C(N)=O)c1C,1.2%,-4.1%,9.4%
O=C(COc1ccc(Cl)cc1)NCCNc1ccc([N+](=O)[O-])cc1,-1.5%,-2.2%,-3.4%
COc1ccc(N(C(C)C(=O)NCCSCc2cccc(Cl)c2)S(C)(=O)=O)cc1 (configuration not stated),-4.8%,-13.9%,2.6%
N#Cc1ccc(CSc2nc(N)cc(N)n2)cc1,-2.7%,-8.6%,1.8%
COC(=O)CN(C#N)c1nc(NCc2ccccc2)nc(OC)n1,0.2%,-8.6%,-7.7%
CC(OC(=O)c1ccc2noc(-c3ccccc3)c2c1)C(N)=O (configuration not stated),0.6%,-3.2%,4.6%
C/C(=N\Nc1nccnc1Cl)c1ccc(O)cc1,4.1%,-5.7%,5.9%
COC(=O)c1ccc(COC(=O)CNC(=O)c2cccs2)cc1,2.8%,-7.6%,8.9%
CC(C)Cc1nnc(NC(=O)CCC(=O)N2CCN(Cc3ccc(F)cc3)CC2)s1,0.4%,-13.6%,1.1%
COc1ccc2cc(C(=O)NCCc3ccccc3)[nH]c2c1,2.4%,-11.1%,8.2%
COc1ccc(N2C(=O)c3cccc4cccc(c34)C2=O)cc1,3.3%,-6.6%,0.9%
CCOC(=O)Cn1c(=O)c2c(nc3n2CCCN3Cc2ccccc2)n(C)c1=O,0.2%,-6.8%,6.1%
C[N+](C)(C)CC(=O)N/N=C/c1c2ccccc2cc2ccccc12,0.0%,0.5%,-4.9%
CC[C@@](C)(NS(=O)(=O)OCC(Cl)(Cl)Cl)c1ccccc1,6.6%,-3.3%,3.7%
COc1ccc(NC(=O)CN2C(=O)NC3(CCCC3)C2=O)c(OC)c1,0.0%,-4.7%,9.8%
Cc1ccc(S(=O)(=O)N2CCc3cc4c(cc3C2C)OCCCO4)cc1 (configuration not stated),-2.0%,-3.6%,-5.9%
COc1ccc(NC(=O)CSc2nnnn2-c2ccc(F)cc2)cc1,2.4%,-9.9%,9.7%
Cc1ccc(N(C)S(=O)(=O)c2c(C)noc2/C=C/N(C)C)cc1,-5.5%,-5.2%,5.4%
COc1cc(/C=N/NC2=NS(=O)(=O)c3ccccc32)ccc1OC(C)=O,3.9%,-1.7%,23.8%
CCn1c(SCC(=O)Nc2cccc(C)c2)nc2ccccc2c1=O,2.7%,-3.5%,8.2%
CC(OC(=O)CCCNC(=O)c1ccc(Cl)cc1)C(=O)N(C)Cc1ccccc1 (configuration not stated),-5.0%,-8.4%,43.0%
Cc1cccc(NC(=O)CCc2c(C)nn(-c3ccc(N4CCOCC4)nn3)c2C)c1,-0.7%,-10.2%,17.8%
O=C(C1CC1)N1c2ccccc2Sc2ccccc21,-3.4%,-4.9%,-2.8%
Cc1nc2ccc(Cl)cc2c(-c2ccccc2)c1C(=O)N(C)C,7.0%,-7.5%,3.8%
COc1ccc(C(CNC(=O)C(C)c2ccc3cc(OC)ccc3c2)N(C)C)cc1 (configuration not stated),5.2%,-7.8%,1.4%
Cc1cc(C(=O)N2CCCC(N3CCN(c4ccc(F)cc4)CC3)C2)c(C)o1 (configuration not stated),3.8%,-9.9%,1.5%
Cc1nc(-c2ccccc2)sc1C(=O)Nc1ccccc1F,-3.3%,-6.1%,9.5%
O=S(=O)(Nc1nc2ccccc2nc1Cl)c1cccc(C(F)(F)F)c1,-5.8%,-6.5%,5.2%
CCOc1ccccc1N1CCN(C(=O)c2cc(-c3cc(OC)ccc3OC)nc3ccccc23)CC1,-1.9%,-3.9%,21.8%
CCC1C(=O)NCCN1C(=O)c1ccc2nc(Cc3cccc(Cl)c3)oc2c1 (configuration not stated),-2.2%,-4.1%,-1.0%
CC(C)c1nnc(NC(=O)CCC(=O)N2CCC(Cc3ccccc3)CC2)s1,4.6%,-2.1%,1.1%
COCc1nnc(NC(=O)c2cccc(NC(=O)c3ccccc3)c2)s1,-0.2%,-1.1%,-16.2%
COc1ccccc1OCC(=O)N1CCCC(Nc2cccc(F)c2)C1 (configuration not stated),-1.0%,-9.1%,5.9%
Cc1ccc(/C=C/c2ccc(N(C)C)cc2)[n+](C)c1,-5.9%,-3.7%,20.3%
Cc1nc(SCC(=O)NC2CC2)c2c(C)c(C)sc2n1,11.6%,-3.4%,8.0%
Cc1c(NC(=O)c2c([N+](=O)[O-])cnn2C)c(=O)n(-c2ccccc2)n1C,10.4%,-5.4%,12.1%
COc1ccc(C(=O)NC(=S)Nc2cccc3cc(O)ccc23)cc1OC,14.5%,3.2%,39.0%
COc1ccc(C2NC(=O)NC(C)=C2C(=O)OCc2ccccc2)cc1 (configuration not stated),1.2%,-10.4%,7.1%
Cc1nn(Cc2ccccc2)c2ncccc12,1.8%,-6.8%,9.2%
COc1ccc(Oc2ccc(C(F)(F)F)cc2NC(=O)CC(CC(=O)O)c2ccccc2)cc1 (configuration not stated),3.6%,-7.8%,-0.4%
Cc1cccc(OCCCCCN2CCOCC2)c1C,0.4%,-5.8%,13.7%
CCCCCn1c(=O)[nH]c2cc(C(=O)Nc3ccc(OC)cc3)ccc2c1=O,2.8%,-10.3%,24.5%
O=C(NCc1ccccc1Cl)C(=O)c1cn(CC(=O)N2CCOCC2)c2ccccc12,-1.2%,-8.5%,4.5%
CSCCC(=O)N1CCCC(CO)(CCCc2ccccc2)C1 (configuration not stated),4.1%,-7.5%,9.6%
Cc1c(C(=O)N2CCCC2)oc2c1-c1nn(CC(=O)NCCCN3CCCCC3)cc1CC2,-8.9%,-6.4%,10.6%
CCOc1ccc(CCNC(=O)c2nnc(CS(=O)(=O)c3ccccc3)o2)cc1OCC,-2.7%,-9.3%,-12.3%
O=C(NCC(=O)N1CCOCC1)OCc1ccccc1,-0.8%,-9.1%,-2.5%
CC(=O)Cn1ncc(N2CCOCC2)c(Cl)c1=O,1.8%,-8.0%,3.0%

# Next section (two carried over from the part before).
SMILES,SIAH1 antagonists,LYP inhibition,AID2073
O=C(NCC(=O)N1CCOCC1)OCc1ccccc1,-0.8%,-9.1%,-2.5%
CC(=O)Cn1ncc(N2CCOCC2)c(Cl)c1=O,1.8%,-8.0%,3.0%
O=C(N[C@@H](Cc1ccccc1)C(=O)Nc1ccc(F)cc1)C1CCNCC1,0.4%,-2.4%,-1.1%
CN1CCN(C(=O)/C(=C/c2ccccc2F)NC(=O)c2ccccc2)CC1,6.4%,-3.8%,4.8%
CCc1ccc(NC(=O)CSc2ccc(-c3ccccn3)nn2)cc1,-12.5%,-7.1%,1.6%
COc1ccc(OC)c(C(=O)NC(CC(N)=O)c2ccc(N3CCN(c4ccc(F)cc4)CC3)c([N+](=O)[O-])c2)c1 (configuration not stated),3.2%,-7.3%,4.3%
CCOc1ccc(NC(=O)CN(c2ccc(OC)c(OC)c2)S(=O)(=O)c2ccc(C)cc2)cc1,6.4%,-3.8%,-5.1%
CN(C)CCN(C(=O)c1ccc(S(=O)(=O)N(C)c2ccccc2)cc1)c1nc2ccc(Cl)cc2s1,-0.5%,-3.6%,9.0%
COc1ccc(NC(=O)C2C3C=CC4(O3)C2C(=O)N(CCN2CCCCC2C)C4C(=O)NC2CCCCC2)cc1 (configuration not stated),-2.0%,-5.6%,-2.0%
COc1cccc(CN2CCC(n3nccc3NC(=O)CCCc3ccccc3)CC2)c1,-0.6%,-0.7%,?
CC(=O)c1cccc(NC(=O)c2cc(=O)[nH]c3ccccc23)c1,7.1%,-5.9%,30.8%
O=C(O)c1nn(CCOc2ccc(Cl)cc2Cl)c(=O)c2ccccc12,-0.8%,-4.7%,-13.1%
C[C@H](NC(=O)c1ccccc1)C(=O)N1CCN(c2ccccc2)CC1,-2.1%,-7.4%,-2.2%
COc1ccc(Cl)cc1NC(=O)NCC1CCN(Cc2ccccc2F)CC1,15.3%,-3.4%,-15.9%
COc1cc2ccccc2cc1C(=O)N(CCN(C)C)c1nc2c(OC)ccc(OC)c2s1,-1.8%,-12.7%,7.0%
O=S(=O)(Nc1ccccc1Cl)c1cc(NC(=S)NCCN2CCOCC2)ccc1Cl,-2.5%,1.6%,-7.5%
O=C(N=C1SC2CS(=O)(=O)CC2N1c1ccccc1)C1CCCCC1 (configuration not stated),-0.8%,-3.3%,-9.8%
Cc1oc2ccc(OCc3ccc(Br)cc3)cc2c1C(=O)O,-0.4%,-3.8%,18.3%
O=C(Cn1cc(S(=O)(=O)Cc2ccccc2F)c2ccccc21)N1CCOCC1,-1.4%,-7.9%,-0.4%
CC(C)(C)NC(=O)c1ccccc1NC(=O)C1CC(=O)N(C2CCCCC2)C1 (configuration not stated),-2.7%,-5.0%,0.4%
CCC(=O)c1ccccc1OCCCCn1cncn1,2.1%,-7.8%,0.3%
O=C(NCc1ccccc1F)C1CCCN1C(=O)Nc1cccc(F)c1 (configuration not stated),-1.2%,-12.5%,11.1%
COc1ccc(-c2n[nH]c3c2CN(C(=O)c2ccc(OC)c(OC)c2)CC3)cc1,-2.3%,-10.9%,-4.5%
O=C(NC1CCN(S(=O)(=O)c2ccc(F)cc2)CC1)c1ccco1,0.7%,-3.5%,-2.0%
O=C(Nc1ccccc1C(=O)NCCCN1CCOCC1)c1cccc([N+](=O)[O-])c1,-3.9%,-10.1%,-5.6%
Cc1cc(=O)[nH]c2ccc(S(=O)(=O)NC3CCCCC3)cc12,2.0%,-6.6%,-0.4%
CC(=O)COc1cccc2ccc(/C=C/c3ccc(Br)s3)nc12,0.4%,-5.4%,7.5%
O=C(CCN1CCOCC1)NCc1ccccc1,-4.0%,-12.9%,-0.6%

# Structures shown so far with a Cl atom:
SMILES,SIAH1 antagonists,LYP inhibition,AID2073
NS(=O)(=O)c1ccc(CCNC(=O)CCCNC(=O)c2ccc(Cl)cc2)cc1,2.0%,-8.6%,10.7%
O=C(COc1ccc(Cl)cc1)NCCNc1ccc([N+](=O)[O-])cc1,-1.5%,-2.2%,-3.4%
COc1ccc(N(C(C)C(=O)NCCSCc2cccc(Cl)c2)S(C)(=O)=O)cc1 (configuration not stated),-4.8%,-13.9%,2.6%
C/C(=N\Nc1nccnc1Cl)c1ccc(O)cc1,4.1%,-5.7%,5.9%
CC[C@@](C)(NS(=O)(=O)OCC(Cl)(Cl)Cl)c1ccccc1,6.6%,-3.3%,3.7%
CC(OC(=O)CCCNC(=O)c1ccc(Cl)cc1)C(=O)N(C)Cc1ccccc1 (configuration not stated),-5.0%,-8.4%,43.0%
Cc1nc2ccc(Cl)cc2c(-c2ccccc2)c1C(=O)N(C)C,7.0%,-7.5%,3.8%
O=S(=O)(Nc1nc2ccccc2nc1Cl)c1cccc(C(F)(F)F)c1,-5.8%,-6.5%,5.2%
CCC1C(=O)NCCN1C(=O)c1ccc2nc(Cc3cccc(Cl)c3)oc2c1 (configuration not stated),-2.2%,-4.1%,-1.0%
O=C(NCc1ccccc1Cl)C(=O)c1cn(CC(=O)N2CCOCC2)c2ccccc12,-1.2%,-8.5%,4.5%
CC(=O)Cn1ncc(N2CCOCC2)c(Cl)c1=O,1.8%,-8.0%,3.0%
CN(C)CCN(C(=O)c1ccc(S(=O)(=O)N(C)c2ccccc2)cc1)c1nc2ccc(Cl)cc2s1,-0.5%,-3.6%,9.0%
O=C(O)c1nn(CCOc2ccc(Cl)cc2Cl)c(=O)c2ccccc12,-0.8%,-4.7%,-13.1%
COc1ccc(Cl)cc1NC(=O)NCC1CCN(Cc2ccccc2F)CC1,15.3%,-3.4%,-15.9%
O=S(=O)(Nc1ccccc1Cl)c1cc(NC(=S)NCCN2CCOCC2)ccc1Cl,-2.5%,1.6%,-7.5%
